Cav32 inh = blocks human Cav3.2 T-type calcium channel; O95180; Cav3.2-expressing cells, Fluo-4 calcium fluorescence FDSS; hits give low values; B-score at 10 µM; 100,000 tested, 4% active;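 active = single-dose well whose peak fluorescence ratio is a statistical outlier from its plate by either plate-standardised score or position-corrected B-score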
* marks the source's active call; other numbers are inactive results. This is a subset; the hit share may differ from the screen's.

SMILES	Cav32 inh
Cc1[nH]c2ccccc2c1/C=N/Nc1nc(Nc2ccccc2)nc(N2CCOCC2)n1	1.1
Cc1ccc(NC(=O)CN2CCC(NC(=O)Cc3ccccc3)CC2)cc1C	1.9
O=C(c1ccc(-c2nnc(Nc3cccc(Cl)c3)c3ccccc23)cc1)N1C[C@H]2C[C@H](C1)c1cccc(=O)n1C2	1.5
CC1(C)CC(=O)C(C=NCCN2CCN(C(=O)c3ccc(Br)cc3)CC2)=C(O)C1	-0.61
CCn1ncc(Br)c1C(=O)Nc1ccc(F)cc1F	-0.92
O=c1oc2ccccc2cc1-c1nc(-c2ccccc2)no1	-0.28
COCCNC(=S)NC1CC2CCCC(C1)N2Cc1cccs1 (stereo not given)	-0.2
CC1CCCN(C/C=C/c2ccccc2[N+](=O)[O-])C1 (stereo not given)	0.29
O=[N+]([O-])c1ccccc1/C=N/N1CCN(c2ccc(Cl)cc2)CC1	-0.58
CCc1ccc2[nH]c(=O)c(C(c3nnnn3CC3CCCO3)N3CCCc4ccccc43)cc2c1 (stereo not given)	-1
CCCC1=NCCn2cccc21	0.69
CCCCCCCC1CC(CSC(=N)N)OC1=O (stereo not given)	0.95
COC(=O)c1ccc(NC(=S)N2CCN(Cc3ccc(Cl)cc3)CC2)cc1	-2.1
OC(COc1ccccc1)CSc1ncn[nH]1 (stereo not given)	0.21
COc1cccc(N2CCN(CC(=O)c3c(C)[nH]c4ccccc34)CC2)c1	-2.4
COc1cc(-c2cc(-c3ccccc3)nc(SCC(=O)Nc3nccs3)c2C#N)cc(OC)c1OC	0.97
CCCCNC(=O)C(=O)c1ccccc1NC(C)=O	0.72
COCCn1nnnc1C(c1cccs1)N1CCN(c2cccc(C(F)(F)F)c2)CC1 (stereo not given)	-5.4*
C=C(C)Cn1c(N2CCC(Cc3ccccc3)CC2)nc2c1c(=O)[nH]c(=O)n2C	-4*
O=C(COC(=O)c1ccccc1NC(=O)c1ccco1)Nc1ccc2c(c1)OC(F)(F)O2	-1.7
O=C(O)CCn1c2c(c3ccccc31)CCCC2	0.71
C/C(=C\C(=O)C(F)(F)F)Nc1cc(C)cc(C)c1	0.47
COc1ccc(NC(=O)CSc2ccccn2)cc1OC	0.061
COc1ccccc1CN1C(=O)CCC1(C)C(=O)NC1CCCCCC1 (stereo not given)	0.41
C=CCN=C1SCC(=O)N1S(=O)(=O)c1ccccc1	-0.0068
The list goes on:
SMILES	Cav32 inh
COC(=O)CC(NC(=O)c1ccco1)c1ccc(C(C)C)cc1 (stereo not given)	-0.79
Cc1ccc(CNC(=O)CS(=O)Cc2nc(-c3ccccc3C)oc2C)cc1 (stereo not given)	-4.5*
CC(=O)c1cnc(Nc2nc(C)c3cc(C)c(C)cc3n2)nc1C	0.74
O=C(NC1CCCCC1)N1CCN(C(c2ccccc2)c2ccccc2)CC1	-1.3
COc1ccc(C)cc1NC(=O)C(=O)NCc1ccncc1	0.96
Cc1cc2oc(C(=O)NCc3ccc4c(c3)OCO4)c(C)c2cc1C	0.0034
COc1ccc(Nc2nc(Cl)nc(NCc3ccco3)n2)c(OC)c1	-1.3
CS(=O)(=O)N1CCN(C(=O)CCC2CCCC2)CC1	0.43
CCOC(=O)c1cc(C)n(CCc2ccccc2)c1C	-3.8*
COc1ccc(CCNC(=O)C(C)Sc2ccccc2)cc1OC (stereo not given)	-0.17
Nc1ccc(C(=O)N/N=C/c2ccccc2)cc1	-5.1*
Cn1c(=O)c2c(nc(NCCCO)n2Cc2cccc(Br)c2)n(C)c1=O	0.99
CC1(C)Cc2c(sc3nc(SCC(=O)O)[nH]c(=O)c23)CO1	0.62
N#Cc1ccc(CSc2nnc(COc3ccccc3)n2-c2ccccc2)cc1	-0.76
Cc1nn2c(N3CCN(C(=O)c4ccco4)CC3)cc(C(C)(C)C)nc2c1-c1ccc(Cl)cc1	-2.6
Cc1ccc(C)c(S(=O)(=O)NCCOc2nc(NC(C)C)nc(NC(C)C)n2)c1	-1.7
O=C(O)CCCCCNC(=O)c1ccc(Br)cc1	0.072
O=C(O)c1ccc(CNCc2c(Cl)cccc2Cl)cc1	0.56
Cc1ccc(S(=O)(=O)NCc2nc3ccccc3c(=O)n2N)cc1	0.63
Cc1ccc(Cn2c(CCNc3nc(-c4ccc(Cl)c([N+](=O)[O-])c4)cs3)nc3cc(Cl)c(Cl)cc32)cc1	-0.085
Cc1cc(C)nc(SCCn2c(N(C)Cc3ccccc3)nc3c2c(=O)n(C)c(=O)n3C)n1	-1.3
CC1(C)Cc2c(c(N3CCOCC3)nc3snc(N)c23)CO1	1.7
O=C(Nc1cccnc1)c1ccc(Cl)c(S(=O)(=O)N2CCCCCC2)c1	-1.1
COc1ccc2cnn(-c3ccc(C)cc3)c(=O)c2c1OC	1.2
COc1ccc(-n2c(SC)nc(O)c(Cc3ccccc3)c2=O)cc1	-0.87
The list goes on.
SMILES	Cav32 inh
CCC(=O)/C=C1/Sc2ccccc2N1CC	1.1
CC(=O)c1c(COC(=O)c2ccncc2)nc2ccccc2[n+]1[O-]	0.17
CC(CCc1ccccc1)NC(=O)c1ccccc1 (stereo not given)	0.65
CCOc1cc(NC(=O)c2ccccc2[N+](=O)[O-])c(OCC)cc1NC(=O)CC(C)C	0.76
Cn1nc(-c2ccc(C(=O)O)cc2)c2ccccc2c1=O	0.28
Cc1sc2ncnc(OCC(=O)NC(C)C)c2c1C	0.002
O=c1[nH]c(NCCCO)nc2c1C1(CCCC1)Cc1ccccc1-2	-4.1*
COc1ccc(NC(=O)/C(=C\c2ccc(OS(=O)(=O)c3ccc(C)cc3)cc2)NC(=O)c2ccccc2)cc1	-2.6
Cc1cc(=O)[nH]c2c1c(C)nn2C1CCCC1	-1.6
CN1CCc2nc(NC(=O)c3cccc(S(=O)(=O)N4CCc5ccccc54)c3)sc2C1	0.76
O=S(=O)(c1ccc(S(=O)(=O)N(Cc2ccco2)Cc2ccccc2Cl)cc1)N1CCCC1	-0.73
Cn1cnnc1SCc1ccc(F)c2ccccc12	0.37
COC(=O)[C@H]1C[C@@H]1[C@H](NC(=O)c1cc(C)on1)c1ccccc1	0.72
CC(C)CCOP(=O)(c1ccc(N(C)C)cc1)C(O)c1ccccn1 (stereo not given)	0.36
O=C(COc1ccccc1)NCc1ccccc1	-0.11
COCc1cc(=O)[nH]c2cc(NC(=O)C(F)(F)F)c(C)cc12	0.00037
O=C(CS(=O)(=O)Cc1ccccc1)Nc1nnc(C2CCCCC2)s1	-1.4
COc1cccc(-c2ncc3ccccn23)c1	0.2
NC(=O)C1CCN(C(=O)CSc2nc3ccccc3[nH]2)CC1	0.22
COc1ccc(S(=O)(=O)N2CCCN(S(=O)(=O)c3ccc(OC)cc3C)CC2)c(C)c1	0.072
CN1CCC(OC(=O)c2ccc(Br)cc2)CC1	0.49
O=C(NCC1CCCO1)c1ccccc1NC(=O)c1cccc2ccccc12 (stereo not given)	0.38
Cc1ccc(C(=O)c2ccccc2C(=O)O)s1	0.25
Cc1cc(C)cc(Oc2ccccc2C=O)c1	0.51
CCOC(=O)c1[nH]c2ccc(OC)cc2c1NC(=O)C(C)N1CCSCC1 (stereo not given)	-2.1
The list continues.
SMILES	Cav32 inh
CCCOc1ccccc1NC(=O)/C=C/C(N)=O	-1
Cn1c(SCC(=O)Nc2cccc(Br)c2)nnc1-c1cc2ccccc2o1	-0.8
Cc1nc2ccc(NC(=O)c3cccs3)cc2c(=O)n1Cc1ccc(Cl)cc1	-2.5
O=C1CCCC2=C1C(c1ccco1)Nc1ccc(C(=O)c3ccccc3)cc1N2 (stereo not given)	-3.6*
COc1ccc(Br)cc1/C=N/n1c(C)nnc1C	0.56
COC(=O)[C@@H](NC(=O)Nc1ccc(OC(F)(F)F)cc1)C(C)C	0.042
CCOC(=O)c1nnn(-c2nonc2N)c1COc1ccc(F)cc1	-2.9
O=C(Nc1cccc(F)c1)c1ccc(S(=O)(=O)NCC2CCCO2)cc1 (stereo not given)	-5.3*
COc1ccc(CC(=O)NCc2nnc(SCC(=O)Nc3nccs3)n2-c2ccccc2)cc1	-0.52
COc1ccccc1N1CC(O)=C(c2nc3ccccc3c(=O)[nH]2)C1=N	0.28
Cc1nc(N2CCN(S(=O)(=O)c3ccccc3)CC2)c2cc(-c3ccccc3)sc2n1	-2.3
O=S(=O)(NCCSc1nnc(-c2ccco2)n1-c1ccccc1)c1ccccc1	-0.11
COc1cccc(Cn2cccc(NC(=O)Nc3ccc(C#N)cc3)c2=O)c1	-0.042
Cc1c(C(=O)OC(C)C)sc2nc[nH]c(=O)c12	0.26
Cc1ccc(C(=O)O/N=C(/c2nonc2N)N(C)C)cc1	1.3
CCOC(=O)c1cc(CC)sc1NC(=O)c1cc(OC)c(OC)c(OC)c1	-0.026
CCc1nnc(NC(=O)CCC(=O)N2CCN(Cc3cc(Cl)ccc3OC)CC2)s1	-1.2
Cc1cccc(NC(=O)Cn2c(=O)n(C)c3ccccc32)c1	0.61
Cc1occc1C(=O)N1CCN(C(=O)C2CCCO2)CC1 (stereo not given)	-0.4
CC(=O)N1CCC(N(CCCOC(C)C)C(=O)Nc2ccc(C)c(C)c2)CC1	-0.11
CN(C)CCCN1C(=O)c2oc3ccc(F)cc3c(=O)c2C1c1cccnc1 (stereo not given)	0.62
CC(C)NC(=O)CSc1nncn1-c1ccccc1	0.63
O=C(CN(Cc1cccs1)C(=O)CCC(=O)Nc1nccs1)NCc1ccccc1	-2.5
CC1=CC(C)(C)Nc2ccccc21	-1.7
CCOc1ccccc1N(CC(=O)Nc1cc(OC)ccc1OC)S(C)(=O)=O	0.26
Other entries:
SMILES	Cav32 inh
CCCN=Cc1sc2ccc(OCC)cc2c1O	0.81
CCCOc1ccc(NCC(=O)Nc2ccc(C)cc2C)cc1	-0.83
O=S(=O)(c1cccc(S(=O)(=O)N2CCOCC2)c1)N1CCCCC1	-0.16
CCC(C)[C@@H](C(=O)N1CCNCC1)n1cc(CCCN=C(N)N)nn1 (stereo not given in full)	-0.51
CC(=O)c1c(C(C)=O)c(C)n(-c2ccc(C)c(NC(=O)c3ccccc3Cl)c2)c1C	1.9
O=C(CCn1c(=O)[nH]c2ccsc2c1=O)NCCc1ccc(Cl)cc1	-0.74
COc1ccc2c(c1)c(C(O)CN1CCC3(CC1)OCCO3)c(C)n2C (stereo not given)	1
CCn1c(CNC(=O)Cc2ccc(OC)cc2)nnc1SCC(=O)NC1CCCCC1	0.63
COc1ccc(CNC(=O)CCCOc2cc(=O)n(C)c3ccccc23)cc1	1.7
CCN1CCCC1CNC(=O)C1c2cc(OC)c(OC)cc2C(=O)N(C)C1c1cccnc1 (stereo not given)	-0.064
O=C(Nc1ccc2nc(-c3ccco3)c(-c3ccco3)nc2c1)N1CCCCCC1	-3
O=c1[nH]c2ccc(Cl)cc2c(-c2ccccc2)c1N1CCN(c2ccccn2)CC1	-0.36
COc1ccc(C)cc1S(=O)(=O)NCCc1ccccc1	-1.1
Cc1ccccc1OCCNc1cc(N2CCCCC2)ccc1[N+](=O)[O-]	-3.6
CCN1CCN(Cc2ccc(NC(=O)c3ccc(C)c(NC(=O)C4=NN(c5ccccc5)C(=O)C4)c3)cc2C(F)(F)F)CC1	0.42
Cc1cc(OC(=O)c2c(Cl)cc(Cl)cc2Cl)nc(C)n1	-0.92
CCn1c(SCC(=O)Nc2nc(C)cs2)nnc1-c1ccoc1C	0.034
NC(=O)C1CCN(C(=O)OCc2ccccc2)CC1	-0.12
COC(=O)C1=C(N)OC2=C(C(=O)CC(C)(C)C2)C1c1cccnc1 (stereo not given)	0.71
CN1C(=O)C(O)(CC(=O)c2ccncc2)c2ccccc21 (stereo not given)	0.024
COc1ccc(-c2nc(CN3CCC(C(=O)N4CCc5ccccc54)CC3)c(C)o2)cc1OC	-4.1
Cc1ccc(NS(=O)(=O)c2cccc(C(=O)n3ncc(C#N)c3N)c2)c(C)c1	-0.54
O=C(Nc1ccc2c(c1)OCO2)c1cccc(Cl)c1	-0.093
c1coc(CN(Cc2cccs2)Cc2nnnn2C2CCCCC2)c1	-0.52
Clc1ccc(-n2nnnc2-c2ccccc2)cc1Cl	-1.2
The list goes on.
SMILES	Cav32 inh
O=C(Nc1ccccc1)c1ccn[nH]1	0.054
CC(C(=O)N1CCCc2ccccc21)N1CCN(S(=O)(=O)c2ccccc2F)CC1 (stereo not given)	0.35
CCOC(=O)c1c(C)[nH]c(C(=O)CSc2nnnn2-c2ccccc2)c1C	-0.01
Nc1nc(SCc2nc3scc(-c4cccs4)c3c(=O)[nH]2)n[nH]1	0.99
CCOc1ncccc1C(=O)OCC(=O)N1CCN(S(=O)(=O)c2ccc(Cl)cc2)CC1	0.91
COc1ccccc1NC(=O)c1csc2c1CCCC2	-2
CC12CN3CC(C)(CN(C1)C3c1ccc3c(c1)OCO3)C2=O (stereo not given)	0.048
COc1ccc2c(c1)N(C)C(=O)CC(c1ccccc1)=N2	-1.6
Brc1ccc(N=C/C=C/C=C/Nc2ccc(Br)cc2)cc1	-2
Cc1ccc(Oc2cnc3ccccc3n2)cc1	-1.2
Cc1ccc(NC(=O)CNc2ccc(OC(C)C)cc2)c(C)c1	-2
